Screening data deposited in PubChem BioAssay by Sanford-Burnham Center for Chemical Genomics.
Rat MKP-3 inhibitors = MKP-3 phosphatase inhibitors, primary screen, biochemical, rat enzyme, in vitro (AID 425) | recombinant MKP-3 phosphatase activity, fluorescence; higher % means a stronger effect | inhibition, % at 20 µM; hits with a dose series show IC50 in µM | actives 0.17% (n = 110,000); in the data active = inhibition above about 50%;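 also: plate controls were vehicle for no effect and reference inhibitor for full effect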
Hsp70 displacement = Hsp70 inhibitors, probe displacement, primary screen, biochemical, fluorescence polarization (AID 583) | Hsp70 fluorescence polarization probe displacement, mP; higher % means a stronger effect | actives 0.06% (n = 140,000) | one-dose displacement, % at 20 µM; IC50 in µM for titrated hits; in the data active = displacement above about 50%;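 also: plate controls were vehicle for no effect and reference ligand for full effect; a part of the inactive calls stands beside numbers as strong as those of hits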
An asterisk follows results filed as active; nt = not tested or not shown; & = joins results of further samples. Some of the compounds tested. The share of hits here may be higher or lower than overall.

SMILES	Rat MKP-3 inhibitors	Hsp70 displacement
COc1ccc(N(CC(=O)NC2CCCCCC2)S(=O)(=O)c2c(C)nn(C)c2C)cc1	-5%	-5.3%
CCC(C)(C)n1nnnc1C(c1ccc2ncccc2c1)N1CCCC(C)C1 (stereo not given)	nt	-1.2%
COC(=O)c1ccc(CSc2nc3ccccc3c(=O)n2-c2ccc(OC)c(OC)c2)o1	-4%	2.7%
Cc1c(NC(=O)COc2ccc(Cl)cc2)cccc1[N+](=O)[O-]	0%	-0.2%
COc1cccc(NC(=O)C(=O)N/N=C/c2ccc(C(=O)O)cc2)c1	-1%	2.4%
CC1(C(=O)O)CC(=O)N=C2C=CC=CN21 (stereo not given)	3%	-1.6%
COc1cccc(-n2c(Cc3cc(=O)[nH]c(=O)[nH]3)nnc2SCC(=O)N2CCCCCC2)c1	-2%	0.1%
CCN(CC)c1ccc(C(=O)Nc2ccccc2C(F)(F)F)cc1	4%	-0.9%
Cc1ccc(C)c(OCC(=O)Nc2ccc(S(=O)(=O)N3CCN(C)CC3)cc2)c1	nt	1.3%
c1ccc(Cc2ccc(OCCn3cncn3)cc2)cc1	-6%	0.3%
COc1ccc(-c2cc(-c3ccccc3)[nH]c(=O)n2)cc1OC	-1%	-1.1%
N#C/C(=C/c1cccc(C(F)(F)F)c1)C(=O)Nc1ccc(Cl)cc1	1%	5.9%
O=C(Nc1ccc2oc(-c3cccnc3)nc2c1)c1ccc([N+](=O)[O-])cc1Cl	2%	-2.2%
CCOc1ccc(C(C)=O)cc1CN1C(=O)NC2(CCCCC2C)C1=O (stereo not given)	1%	4.6%
O=C(/C=C/c1ccccc1)NCCOC(=O)Nc1ccccc1	-2%	3.1%
COC(=O)Nc1ccc(S(=O)(=O)N(C)CC(F)(F)C(F)F)cc1	-1%	-2.9%
CC(C)c1ccc(C(O)c2cnc(C(C)C)n2C)cc1 (stereo not given)	-7%	5.2%
O=C(COc1ccc(Cl)cc1Cl)N1CCC(Cc2ccccc2)CC1	-1%	4.2%
CCCN(c1ccccc1C)S(=O)(=O)c1ccc(Cl)cc1	0%	-3.5%
O=c1c(N2CCOCC2)nsn1Cc1ccccc1	3%	-0.4%
NC(=O)CSc1nc2ccc(NC(=O)c3ccccc3)cc2s1	2%	-0.6%
Cc1ccc(CN/C=C/C(=O)c2ccc(Br)cc2)cc1	nt	1.8%
CN(C)c1ccc2c(=O)[nH][nH]c(=O)c2c1	4%	-1.3%
COCC(C)NS(=O)(=O)c1ccc(NC(=O)C(Cc2ccccc2)NC(N)=O)cc1 (stereo not given)	-4%	4.9%
CCOCc1nnc(NC(C)=O)s1	nt	10%
CCOC(=O)CCCCC(=O)c1[nH]c(=O)[nH]c1CN1CCOCC1	-15%	1.4%
O=C(NCCCN1CCOCC1)c1cc(-c2ccc(F)cc2)on1	3%	0.4%
COC(=O)c1ccc(OCC(=O)Nc2nc3c(s2)CCCC3)cc1	-4%	-0.5%
O=C(Nc1ccc2c(c1Cl)C(=O)c1ccccc1C2=O)c1ccccc1	11%	2.8%
O=S(=O)(Nc1cccnc1)c1cccc(C(F)(F)F)c1	-2%	-1.9%

Random excerpt: 4 compounds from above, in no set order.
SMILES	Rat MKP-3 inhibitors	Hsp70 displacement
COC(=O)Nc1ccc(S(=O)(=O)N(C)CC(F)(F)C(F)F)cc1	-1%	-2.9%
Cc1ccc(CN/C=C/C(=O)c2ccc(Br)cc2)cc1	nt	1.8%
COC(=O)c1ccc(OCC(=O)Nc2nc3c(s2)CCCC3)cc1	-4%	-0.5%
O=C(NCCCN1CCOCC1)c1cc(-c2ccc(F)cc2)on1	3%	0.4%

Other records.
SMILES	Rat MKP-3 inhibitors	Hsp70 displacement
CCCOc1ccc(-c2nnc(-c3ccncc3)o2)cc1	-8%	5.1%
Cc1cccc(N2C(=O)C(Cl)=C(Nc3ccc(C)c(Cl)c3)C2=O)c1	3%	0.0%
C=C(C)CSc1nc2c(c(=O)[nH]c(=O)n2C)n1Cc1ccccc1	2%	-4.3%
CCCCn1c(SCC(=O)OC)nc2c1c(=O)n(C)c(=O)n2C	-12%	0.3%
O=C(c1cccs1)n1nc(-c2ccccc2)nc1NCc1ccc(F)cc1	nt	-2.5%
Cc1ccc(/C=c2\sc3n(c2=O)CN(c2ccc(Br)cc2)CN=3)o1	1%	-4.7%
O=C(O)C(Cc1ccccc1)NS(=O)(=O)c1ccc2c(c1)OCCO2 (stereo not given)	nt	2.9%
c1ccc(OCCSc2nnnn2C2CCCCC2)cc1	-4%	2.9%
CCOc1ccc(NC(=O)Cn2nnc(C(=O)NCc3ccco3)c2N)cc1	nt	0.9%
O=C(NCc1ccco1)c1cccn2c(=O)c3cc(Br)ccc3nc12	9%	13%
c1ccc(Cn2c(CSc3nnnn3-c3ccccc3)nc3ccccc32)cc1	-9%	-3.6%
CC(=O)c1sc(NC(=O)C(C)C)nc1C	nt	-3.4%
CCc1ccc(NC2CC(=O)N(c3ccc(OC)cc3OC)C2=O)cc1 (stereo not given)	0%	-0.3%
CCN(CC)CCCNC(=O)c1cc([N+](=O)[O-])ccc1Cl	-1%	-1.3%
Cc1ccc(NC2OC(CO)C(O)C(O)C2O)cc1 (stereo not given)	nt	-0.8%
COc1ccc(OC)c(/C=c2\sc3nc(-c4cccs4)nn3c2=O)c1	0%	12%
COc1ccc(CCNC(=O)CCN2C(=O)COc3ccc(C)cc32)cc1OC	-6%	-1.8%
O=C(Nc1ncccc1Cl)c1ccccc1F	5%	-2.7%
CCN(/C=N/c1sc2c(c1C#N)CCCC2)CC	2%	-7.9%
CC(=O)Oc1ccc(/C=C(/NC(=O)c2ccccc2)C(=O)NCCO)cc1	1%	1.1%
Cc1ccc(Oc2ccc(-c3nc(N)nc(N)n3)cc2)cc1C	nt	-3.3%
COc1cc(CCC(=O)N2CCN(c3ccc(N4CCOCC4)nn3)CC2)cc(OC)c1OC	-3%	3.1%
COC(=O)C1CCN(C(=O)c2sc3nc(-c4ccc(F)cc4)cn3c2C)CC1	-6%	-7.3%
CCOc1cccc(C2CC(=O)Nc3c2ccc2ccccc32)c1 (stereo not given)	5%	0.9%
Cc1c(C)c2ccc(OCC(=O)O)cc2oc1=O	0%	2.1%
O=C(CNS(=O)(=O)c1cccc2nonc12)NCc1ccc(F)cc1	4%	-6.9%
CC(NCc1ccc2c(c1)OCO2)C12CC3CC(CC(C3)C1)C2 (stereo not given)	1%	4.2%
O=C1N2CCSC2=NC1(Nc1nccs1)C(F)(F)F (stereo not given)	5%	nt
COc1cc(NC(=O)c2ccco2)c(OC)cc1NC(=O)Nc1ccccc1Cl	-4%	11%
COC(=O)c1ccc2c(c1)N(Cc1cc(C)ccc1C)C(=O)c1ccccc1S2=O (stereo not given)	-7%	2.7%
O=C1C2C3C=CC(C3)C2C(=O)N1c1cccc(N2C(=O)C3C4C=CC(C4)C3C2=O)n1 (stereo not given)	-1%	13%
Cc1ccc(C(C(=O)NC(C)(C)C)N(C(=O)c2csnn2)c2ccccc2F)o1 (stereo not given)	-6%	1.4%
Cc1ccc(-n2c(SCC(=O)NCc3ccc4c(c3)OCO4)nnc2-c2cccnc2)c(C)c1	nt	-2.3%
O=S(=O)(c1ccc(S(=O)(=O)N2CCN3CCCC3C2)cc1)N1CCCC1 (stereo not given)	-6%	7.6%
CCCCc1ccc(C(=O)NNC(=O)c2ccccc2C)cc1	-2%	0.6%
O=C(COc1ccccc1)NCCc1ccccc1	1%	-3.5%
CCOc1ccc(-c2cc(C)n3nc(C(=O)N(C)Cc4ccccc4)cc3n2)cc1	2%	0.2%
CC1=C(C(=O)OC(C)C)C(c2cccc(F)c2)n2ncnc2N1 (stereo not given)	-7%	-9.8%
O=Cc1cccc(OCc2ccc(F)cc2)c1	-2%	-0.6%
O=C(CCS(=O)(=O)c1cccs1)Nc1ccc(C(=O)NCc2cccs2)cc1	3%	5.4%
Cc1nn(-c2ccccc2)c(C)c1C(=O)Nc1nnc(-c2ccco2)o1	2%	2.0%
CC(C)(C)C1CCC(C(=O)N/N=C/c2cc([N+](=O)[O-])ccc2O)CC1 (stereo not given)	4%	-2.2%
O=C(CC1NC(=O)NC1=O)Nc1ccc(Cl)cc1 (stereo not given)	nt	-0.9%
CCOC(=O)C(=CNc1cccc(Br)c1)C(=O)OCC	3%	-3.2%
O=C(Cn1cccc1)NC1CCCCCC1	4%	1.7%
CCOC(=O)C(NCc1ccc2c(c1)OCO2)(NC(=O)c1ccccc1)C(F)(F)F (stereo not given)	nt	-6.2%
O=C1CCc2cc(S(=O)(=O)N3CCCC3C(=O)N3CCN(c4ccccc4F)CC3)ccc2N1 (stereo not given)	-2%	-0.8%
CC(C)N(Cc1ccccc1)C(=O)CN1C(=O)c2ccccc2C1=O	0%	-4.2%
O=C(CSCc1ccc(Cl)cc1)Nc1ccc(C(=O)Nc2nccs2)cc1	-2%	2.3%
Cc1ccc(Cl)cc1NC(=O)C1CC(=O)N(c2ccc(Br)cc2)C1 (stereo not given)	-3%	3.4%
CCCOC(=O)/C(=C\c1cccc([N+](=O)[O-])c1)NC(=O)c1ccccc1	0%	2.5%
CCOc1ccc(S(=O)(=O)NCc2ccc(OC)cc2)c2cccnc12	nt	4.6%
Cc1cc(Br)ccc1OCC(=O)N1CCCCC1	-1%	-2.4%
COc1ccc(/C(C)=N\N=C2\NC(=O)CC(C(=O)NCCc3ccc(S(N)(=O)=O)cc3)S2)cc1 (stereo not given)	2%	-0.1%
CCN(CC(=O)NC1CCS(=O)(=O)C1)c1nc(-c2cccnc2)nc2ccccc12 (stereo not given)	nt	4.0%
N#Cc1c(N)nc2c(c1-c1ccc3c(c1)OCO3)CCCCCC2	-5%	-1.5%
O=C(Cn1c(=O)sc2ccccc21)Nc1ccc2c(c1)OCCO2	-4%	0.8%
Cn1nc(-c2ccc(Cl)cc2)c2cc(C(=O)NCc3ccco3)sc21	0%	12%
Cc1ccc([N+](=O)[O-])cc1NC(=O)c1ccccc1C(=O)O	-1%	4.1%
Cc1cc(F)c(F)c(C(=O)NC2CC2)c1Cl	-9%	3.5%

(list continues)
SMILES	Rat MKP-3 inhibitors	Hsp70 displacement
CC(C)C(=O)Nc1ccc(Oc2ccc(C(=O)O)c(C(=O)O)c2)cc1	2%	0.3%
COc1cccc(C2NC(=O)NC(C)=C2C(=O)Nc2ccc(C)c(Cl)c2)c1OC (stereo not given)	-1%	1.1%
CCOc1ccc(NC(=O)CC2S/C(=N\N=C(/C)c3ccc([N+](=O)[O-])cc3)NC2=O)cc1 (stereo not given)	8%	4.5%
CC(C(=O)N1CCCCC1)n1ncn2cccc2c1=O (stereo not given)	0%	-5.3%
O=C(N1CCCCC1)C12CC3CCC(CC(C3)C1)C2	0%	-1.8%
COC(=O)c1c(N2C(=O)C=CC2=O)sc(C)c1C	4%	-2.8%
CC(C)c1ccc(CN(C(=O)C2COc3ccccc3O2)C2CCS(=O)(=O)C2)cc1 (stereo not given)	nt	-0.7%
O=C(Nc1ccc(F)c([N+](=O)[O-])c1)c1cc2ccccc2o1	0%	4.3%
Cc1ccc(OCc2nnc(SCC(=O)C(C)(C)C)n2Cc2ccco2)cc1	36%	-0.4%
NC(=O)CSc1nc2sc3c(c2c(=O)n1-c1ccccc1)CCC3	-1%	1.2%
COc1ccc(CNc2nc3nc(C)c(Cl)c(=O)n3[nH]2)cc1OC	-7%	5.3%
Cc1c(C(=O)NCCC2=CCCCC2)oc2ccc(S(=O)(=O)N3CCOCC3)cc12	-1%	0.7%
Cc1ccc(NC(=O)c2ccco2)cc1Br	-1%	-2.9%
Cc1nnc(SCC(=O)N2CCCCC2)s1	-20%	6.9%
CC(C)Cc1nnc(NS(=O)(=O)c2ccc(Cl)cc2)s1	3%	-9.3%
COC(=O)CSc1nnc(CNC(=O)c2ccc(S(=O)(=O)N3CCCCC3)cc2)n1C	2%	-0.6%
COc1ccc(Nc2ncccc2C(=O)NCc2ccccc2)cc1	nt	-3.9%
O=S1(=O)CC(O)C(N2CCCCC2)C1 (stereo not given)	nt	5.4%
Cc1ccc(-n2ncc3c(=O)n(CC(=O)NC4CCCCC4)cnc32)cc1C	2%	-1.1%
Cc1cc2cc(C(c3nnnn3Cc3ccccc3)N3CCc4ccccc43)c(=O)[nH]c2cc1C (stereo not given)	nt	0.7%
Cc1ccc(-c2nc3ccccc3o2)cc1NC(=O)c1ccccc1Br	-12%	2.5%
Cc1ccc(S(=O)(=O)NC(CC(N)=O)C(=O)O)cc1 (stereo not given)	-5%	1.0%
CCOC(=O)c1c(CC(C)C)csc1NC(C)=O	-5%&1%	7.5%&0.6%
CCOc1ccccc1NC(=O)C1C2C=CC(O2)C1C(=O)O (stereo not given)	-14%	-1.7%

Entries above that contain an aryl thioether with sulfur outside any ring, in the order listed:
SMILES	Rat MKP-3 inhibitors	Hsp70 displacement
COC(=O)c1ccc(CSc2nc3ccccc3c(=O)n2-c2ccc(OC)c(OC)c2)o1	-4%	2.7%
COc1cccc(-n2c(Cc3cc(=O)[nH]c(=O)[nH]3)nnc2SCC(=O)N2CCCCCC2)c1	-2%	0.1%
NC(=O)CSc1nc2ccc(NC(=O)c3ccccc3)cc2s1	2%	-0.6%
C=C(C)CSc1nc2c(c(=O)[nH]c(=O)n2C)n1Cc1ccccc1	2%	-4.3%
CCCCn1c(SCC(=O)OC)nc2c1c(=O)n(C)c(=O)n2C	-12%	0.3%
c1ccc(OCCSc2nnnn2C2CCCCC2)cc1	-4%	2.9%
c1ccc(Cn2c(CSc3nnnn3-c3ccccc3)nc3ccccc32)cc1	-9%	-3.6%
Cc1ccc(-n2c(SCC(=O)NCc3ccc4c(c3)OCO4)nnc2-c2cccnc2)c(C)c1	nt	-2.3%
Cc1ccc(OCc2nnc(SCC(=O)C(C)(C)C)n2Cc2ccco2)cc1	36%	-0.4%
NC(=O)CSc1nc2sc3c(c2c(=O)n1-c1ccccc1)CCC3	-1%	1.2%
Cc1nnc(SCC(=O)N2CCCCC2)s1	-20%	6.9%
COC(=O)CSc1nnc(CNC(=O)c2ccc(S(=O)(=O)N3CCCCC3)cc2)n1C	2%	-0.6%
